Cav3 T inh – blocks human Cav3.2 T-type calcium channel. O95180. Cav3.2-expressing cells, Fluo-4 calcium fluorescence FDSS; stronger effect = lower value. B-score at 10 µM. hit rate 4% among 100,000;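 active = single-dose well whose peak fluorescence ratio is a statistical outlier from its plate by either plate-standardised score or position-corrected B-score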
Numbers without * were called inactive. Some of the compounds tested, so the mix of outcomes need not match the whole.

Cav3 T inh	SMILES
-0.27	O=C(NCc1cccs1)C1CCN(S(=O)(=O)N2CCCC2)CC1
-0.093	O=C(COc1ccccc1)NCCn1ccc2ccccc21
-0.61	CCN(CC)C(=O)CSC1=C(C#N)C(c2cccs2)C=C(C)N1 (stereo unspecified)
0.56	COc1ccc(CCNC(=O)C2CCN(Cc3nc(-c4ccccc4F)oc3C)CC2)cc1OC
-2.7	S=C1NCCc2ccc(Cl)cc2C1c1ccccc1 (stereo unspecified)
1.4	CCOc1ccc(Nc2nc(NCCN3CCOCC3)nc(OC)n2)cc1
0.32	COc1cc(O)oc1C=Nc1ccc(Cl)cc1
-0.34	O=C1N2CCSC2=NC1(NS(=O)(=O)c1ccccc1)C(F)(F)F (stereo unspecified)
-0.0011	Cc1ccc(NC(=O)CSc2nc3ccccc3c3nc4ccccc4n23)cc1
0.014	O=c1nc(-c2ccccc2)c2ccccc2[nH]1
0.87	CCN(CC)S(=O)(=O)c1cc(F)ccc1OC
0.84	CC1CN(S(=O)(=O)c2ccc(Cl)c(S(=O)(=O)N3CC(C)OC(C)C3)c2)CC(C)O1 (stereo unspecified)
0.34	Cn1ccnc1SCc1cn2ccccc2n1
0.097	C/C(=N\NC(=O)CC1N=C(Cc2ccccc2)NNC1=O)c1ccc(C)cc1 (stereo unspecified)
0.35	CCn1cc(C(=O)O)c(=O)c2cc(F)c(N3CCN(C)CC3)cc21
1.3	Cc1ccc(CN2CC34C=CC(O3)C(C(=O)NCc3ccco3)C4C2=O)cc1 (stereo unspecified)
-1.5	CCn1c(SCC(=O)NC(C)c2ccccc2)nc2ccccc21 (stereo unspecified)
1.3	CCOC(=O)C(Cc1ccccc1)NC(=O)CCc1c(C)nc2nc(C)nn2c1C (stereo unspecified)
-0.62	COc1ccc(OCCSc2nc(N)cc(N)n2)cc1
0.76	COc1cc(C(=O)N2CCCC(c3nc(-c4cccs4)no3)C2)cc(OC)c1OC (stereo unspecified)
-2.8	Cc1ccccc1CN1CCN(C/C=C/c2ccccc2)CC1
-0.11	Cc1ccc(CN2CCN(Cc3ccccc3C(F)(F)F)CC2)cc1
-0.35	O=C(NC(=S)Nc1ccc(N2CCCCC2)cc1)c1ccco1
-0.26	COc1ccc(CN(Cc2cc3cc(OC)c(OC)cc3[nH]c2=O)C(=O)NC2CCCCC2)cc1
-0.55	Cc1cccc(NC(=S)N2N=CCC2c2ccccc2)c1 (stereo unspecified)
1.2	COCc1cc(C)nc2sc(C(=O)N3CCCCC3)c(N)c12
0.68	CCC(c1nnnn1C(C)(C)C)N1CCN(C2CCCC2)CC1 (stereo unspecified)
0.27	CCOC(=O)COC(=O)c1ccc(O)cc1
-0.93	Cc1nc(Nc2ccc3c(c2)OCCO3)c2oc3ccccc3c2n1
-3.9*	COC(=O)CSc1nnc2n(C3CCCCC3)c(=O)c3c4c(sc3n12)CCCC4
-0.12	Cn1nc([N+](=O)[O-])nc1N1CCN(c2ccc(F)cc2)CC1
-0.84	CCCOC(=O)C1=C(C)OC23OC(N)=C(C#N)C12C(=O)c1ccccc13 (stereo unspecified)
-1.3	Oc1c(-c2cc(-c3ccco3)[nH]n2)ccc2ccccc12
0.18	CCCN(Cc1cc2cc(C)ccc2[nH]c1=O)S(C)(=O)=O
0.89	CCOc1ccc(C(=O)N(CN2CCCC2=O)c2ccccc2)cc1
-0.098	Clc1ccccc1OCc1nnc(-c2ccccc2Br)o1
-0.075	OCC[C@@H]1C[C@H](O)[C@@H](O)[C@]2(CCCO2)O1
0.46	Cc1ccnc2nc(C(=O)Nc3cc(Cl)ccc3N3CCOCC3)nn12
-3.7	O=C(CCCOc1ccc(Cl)cc1Cl)N1CCc2ccccc2C1
0.013	O=C(NC1CCCCC1)N1CCc2ccccc21
-5.6*	N#Cc1cccc(NC(=O)CSc2ccc3c4c(cccc24)C(=O)c2ccccc2-3)c1
-0.38	Cc1ccc(CCNC(=O)c2ccc(CS(=O)(=O)Cc3ccccc3F)o2)cc1
-0.16	O=C(CCNc1n[nH]c(=O)[nH]c1=O)N1CCOCC1
-2.1	CCCCC(=O)Nc1nc(C)c(C(C)=O)s1
-1.7	COCCN1C(=O)c2cc(C(=O)Nc3ccc(C)c(F)c3)ccc2C1Nc1ccc(C)c(F)c1 (stereo unspecified)
-0.72	CCCn1c(CNS(=O)(=O)c2ccc(C)cc2)nc2ccccc21
-1	O=C(C(Cc1ccccc1)n1cccc1)N1CCCCCC1 (stereo unspecified)
0.41	COc1ccnc(Oc2ccccc2)c1C#N
-0.77	COc1ccc(-c2nc(Cn3c(SCc4ccc(C)cc4)nc4ccncc43)c(C)o2)cc1OC
-0.1	C=CCOC(=O)C1=C(C)Nc2nnnn2C1c1ccc(OC)cc1OC (stereo unspecified)
-2.3	O=C(COC(=O)c1cccc(S(=O)(=O)N2CCN(c3ccccc3)CC2)c1)NCc1ccco1
1	O=C(CCN1C(=O)c2ccncc2C1=O)Nc1ccc(F)cc1
-0.033	CCCC12CN3CC(CCC)(CN(C1)C3C(O)C(O)C(O)CO)C2=O (stereo unspecified)
-0.35	O=C(Nc1nncs1)c1ccc(Br)c(S(=O)(=O)N2CCCC2)c1
0.29	Cc1ccc(-c2nnn(CC(=O)N(CC(=O)NCC3CCCO3)c3ccc(F)c(Cl)c3)n2)o1 (stereo unspecified)
1.2	COc1ccc(NC(=O)C2CCCN(S(=O)(=O)c3cnc[nH]3)C2)cc1 (stereo unspecified)

18 entries from above, with tabs.
canonical_smiles	Cav3 T inh
O=C(CCCOc1ccc(Cl)cc1Cl)N1CCc2ccccc2C1	-3.7
O=C(NC1CCCCC1)N1CCc2ccccc21	0.013
N#Cc1cccc(NC(=O)CSc2ccc3c4c(cccc24)C(=O)c2ccccc2-3)c1	-5.6*
Cc1ccc(CCNC(=O)c2ccc(CS(=O)(=O)Cc3ccccc3F)o2)cc1	-0.38
O=C(CCNc1n[nH]c(=O)[nH]c1=O)N1CCOCC1	-0.16
CCCCC(=O)Nc1nc(C)c(C(C)=O)s1	-2.1
COCCN1C(=O)c2cc(C(=O)Nc3ccc(C)c(F)c3)ccc2C1Nc1ccc(C)c(F)c1 (stereo unspecified)	-1.7
CCCn1c(CNS(=O)(=O)c2ccc(C)cc2)nc2ccccc21	-0.72
O=C(C(Cc1ccccc1)n1cccc1)N1CCCCCC1 (stereo unspecified)	-1
COc1ccnc(Oc2ccccc2)c1C#N	0.41
COc1ccc(-c2nc(Cn3c(SCc4ccc(C)cc4)nc4ccncc43)c(C)o2)cc1OC	-0.77
C=CCOC(=O)C1=C(C)Nc2nnnn2C1c1ccc(OC)cc1OC (stereo unspecified)	-0.1
O=C(COC(=O)c1cccc(S(=O)(=O)N2CCN(c3ccccc3)CC2)c1)NCc1ccco1	-2.3
O=C(CCN1C(=O)c2ccncc2C1=O)Nc1ccc(F)cc1	1
CCCC12CN3CC(CCC)(CN(C1)C3C(O)C(O)C(O)CO)C2=O (stereo unspecified)	-0.033
O=C(Nc1nncs1)c1ccc(Br)c(S(=O)(=O)N2CCCC2)c1	-0.35
Cc1ccc(-c2nnn(CC(=O)N(CC(=O)NCC3CCCO3)c3ccc(F)c(Cl)c3)n2)o1 (stereo unspecified)	0.29
COc1ccc(NC(=O)C2CCCN(S(=O)(=O)c3cnc[nH]3)C2)cc1 (stereo unspecified)	1.2

Other compounds:
Cav3 T inh	SMILES
0.05	COc1ccc(/C=N/n2c(=O)[nH]c3c([nH]c4ccc(C)cc43)c2=O)cc1CN1CCOCC1
0.1	COc1ccc(CC(=O)Nc2ccc(S(=O)(=O)NC(C)C)cc2)cc1
0.76	CCOC(=O)CCC(=O)N1CCNC(=O)C1
0.11	O=C(Nc1ccc2c(c1)OCO2)c1cc2n(n1)C(C(F)(F)F)CC(c1ccccc1)N2 (stereo unspecified)
-0.093	C=CCn1c(SCC(=O)Nc2cc(NC(C)=O)ccc2OC)nnc1-c1ccccn1
0.63	CCO[C@H]1OC(C(=O)N2CCOCC2)=C[C@@H](c2ccccc2)[C@@H]1CCCO
0.48	Cc1c(N=Cc2cccnc2)c(=O)n(-c2ccccc2)n1C
0.62	CNc1nc2c(c(=O)n(C)c(=O)n2C)n1Cc1ccccc1
-0.21	OC(COc1ccc2cc(Br)ccc2c1)CN1CCCC1 (stereo unspecified)
-1.9	COc1ccc(C(=O)OCC(=O)Nc2ccc(F)cc2F)cc1OC
-3.5	O=C(COc1ccccc1O)Nc1ccc(Cl)cc1
0.38	C=CCNC(=O)C1CCN(S(=O)(=O)CC)CC1
0.5	O=C(CSc1ncn[nH]1)NC1CC2CCC1C2 (stereo unspecified)
1.1	C#CCOCCOCCOCCNc1nc(N2CCN(C(=O)C([C@@H](C)CC)n3cc(C(N)Cc4ccc(O)cc4)nn3)CC2)nc(N2CCN(C(=O)[C@H](CCC(=O)O)n3cc(C(N)CC(C)C)nn3)CC2)n1 (stereo partly specified)
0.12	C=CCn1c(COc2ccccc2F)nnc1SCC(=O)NC(=O)NCc1ccco1
-2.7	CCOC(=O)c1c(NC(=O)CSc2nnc(-c3ccc(OC)cc3)o2)sc2c1CCC2
-1.9	C=C1CCN(Cc2ccccc2)S(=O)(=O)c2ccccc21
0.79	Cc1c(NC(=O)c2ccc(F)c(S(=O)(=O)N3CCOCC3)c2)c(=O)n(-c2ccccc2)n1C
0.3	CCc1nc(SCC(=O)c2ccc(C)c(C)c2)n[nH]1
-5.9*	CCc1ccc(OCCNC(=O)c2cccs2)cc1
-3.5*	CCCCCCc1cc2cc(-c3nnc(-c4ccccc4O)o3)c(=O)oc2cc1O
0.56	O=C(NCc1ccccc1Cl)C1CCCN(S(=O)(=O)c2cccc3nsnc23)C1 (stereo unspecified)
0.7	CC(=O)N(CC(=O)O)c1ccccc1C(=O)O
0.21	COC(=O)[C@H](Cc1ccccc1)NC(=O)NCc1ccc(S(N)(=O)=O)cc1
2.1	N#Cc1cc2sc3nnc(-c4ccncc4)n3c2cc1C#N
-1.1	CCOC(=O)c1c(NC(=O)CSc2nnc(-c3ccncc3)n2Cc2ccco2)sc(C)c1C
-0.0048	COc1ccc(C(=O)Nc2ccc(S(=O)(=O)N3CCOCC3)cc2)cc1OC
-0.52	Cn1nc(C(=O)Nc2ccc(S(=O)(=O)N3CCCC3)cc2)ccc1=O
-0.64	CCS(=O)(=O)N1CCCC(C(=O)NCC2CCCO2)C1 (stereo unspecified)
0.22	O=C(c1ccccc1S(=O)(=O)NCC(O)COc1ccc([N+](=O)[O-])cc1)N1CCCCC1 (stereo unspecified)
-1.8	Cc1ccc(CNc2ccc3c(c2)OCO3)c(C)c1
0.013	CCCC[C@@H]1CNC(=O)C(=O)N1CCc1cccc2ccccc12
0.73	O=C(Nc1ccccc1)N(CCN1CCOCC1)Cc1ccccc1F
-0.86	COC(=O)c1cc[n+](CC(=O)c2ccccc2)cc1
-1.2	Cc1cc(C)c2cc(CN(CCO)C(=O)Nc3ccc(F)cc3)c(=O)[nH]c2c1
0.36	O=S(=O)(NCCc1ccncc1)c1cc(Br)ccc1F
-0.039	Cc1cc(C(C#N)c2ccccc2)n2ncnc2n1 (stereo unspecified)
0.27	Cc1ccc(-c2nn(Cc3ccccc3)cc2/C=C/C(=O)O)cc1
0.066	Cc1ccc2nc(-c3ccc(NC(=O)CN4CCN(C(=O)c5ccco5)CC4)cc3)sc2c1
-1.7	O=C(CSc1ncccn1)n1c2c(c3ccccc31)CCCC2
0.74	O=S(=O)(c1ccccc1)N1CCN(S(=O)(=O)c2ccccc2)C1
0.98	CCn1c(SCC(=O)Nc2ccc(N3CCOCC3)cc2)nnc1-c1ccc(OC)cc1
0.15	CC1CN(Cc2cc(=O)n3ccsc3n2)CC(C)O1 (stereo unspecified)
-3.5	O=C(NCc1ccccc1)c1ccc(S(=O)(=O)N2CCCc3ccccc32)cc1
0.017	O=C(c1ccc(Cl)cc1)c1cnc(Nc2ccccc2Cl)s1
-1.3	COc1ccc(C2CC(c3ccccc3)Nc3nc(NC(=O)c4ccco4)nn32)cc1 (stereo unspecified)
-0.64	COc1cccc2c1OC1(C)CC2N(C(=O)c2ccco2)C(=S)N1c1ccc(F)cc1 (stereo unspecified)
-0.85	C/C(=N/Nc1nc(C)cc(-c2ccccc2)n1)c1ccco1
-0.053	O=C(c1cccnc1)N(Cc1ccccc1)c1ccccc1
0.29	COC(=O)c1nc2n(n1)C(c1ccc(OC)c(OC)c1)C(C(=O)OC1CCCCC1)=C(C)N2 (stereo unspecified)
-2.3	O=C(CCN1C(=O)c2ccccc2C1=O)NC(=S)Nc1cccc(Cl)c1
0.15	CN1CCN(C2=C(Cl)C(=O)N(CCc3ccccc3)C2=O)CC1
0.39	COc1cccc(NC(=O)CN(c2cccc(F)c2)S(C)(=O)=O)c1
2	COCCn1c(SCc2cnc(-c3ccccc3)s2)nnc1-c1ccncc1
0.62	CCOCCCNC(=O)CC1Oc2ccc(C)cc2NC1=O (stereo unspecified)
0.55	Cc1ccnc(NC(=O)CCCOc2cc(=O)n(C)c3ccccc23)c1

Carrying on.
Cav3 T inh	SMILES
-0.5	Cc1cccc(OCC(=O)O/N=C(\N)c2ccc(Cl)cc2)c1
0.031	CSc1nnc(C)c(=O)[nH]1
-0.038	Cc1ccc(SCC(=O)NCc2cccnc2)cc1
-3	CC(=O)Nc1cccc(-c2csc(Nc3cc(C)ccn3)n2)c1
-2.1	CCCSc1nnc(NC(=O)c2nc(SC)ncc2Cl)s1
0.074	COc1cccc(-n2nnc3c(=O)n(Cc4ccc(Br)cc4)cnc32)c1
-0.45	COCCOC(=O)C1=C(C)NC(C)=C(C(=O)OC(C)C)C1c1cccc([N+](=O)[O-])c1 (stereo unspecified)
-2.5	COC(=O)c1cc2oc3ccccc3c2n1Cc1ccccn1
-0.22	Cc1cccc(NC(=S)NC(=O)CCc2ccccc2)c1C
-0.16	CCOC(=O)Nc1ccc(NC(=O)OCC)cc1
-2.8	O=C(NCCCNc1ccc(C(F)(F)F)cc1[N+](=O)[O-])c1ccc(Cl)cc1
-0.06	CCOC(=O)C(CC)Sc1nc2c(cnn2-c2ccccc2)c(=O)[nH]1 (stereo unspecified)
-0.38	COc1cc(OC)cc(-n2c3nc4ccccc4nc3c3c(=O)n(CC4CCCO4)cnc32)c1 (stereo unspecified)

Screening results: PubChem BioAssay, Vanderbilt High Throughput Screening Facility
